# Screening data deposited in PubChem BioAssay by several laboratories.
# West Nile antiviral = inhibition of WNV-induced cytopathic effect – cell-based, CPE readout (AID 1621) | West Nile virus-infected cells, CPE inhibition; higher % means a stronger effect | 0.02% of 290,000 active | CPE inhibition, % at 10 µM; hits with a dose series show IC50 in µM; in the data active = a potency from the dose series; note: strong numbers were not always called active
# TNAP activation fold = stimulation of alkaline phosphatase TNAP activity – biochemical, luminescent, no phosphate acceptor, uHTS, primary screen (AID 1001); purified TNAP, luminescent activation assay, no phosphate acceptor; higher activation fold means a stronger effect; activation fold at 20 µM; hits with a dose series show EC50 in µM; 0.03% of 200,000 active; in the data active = activation fold from about 3, or a potency from the dose series; inactive = the rest, 99 in 100 with activation fold below about 1.6; note: many of its hits are not listed in these tables
# CSM14.1 death rescue = rescue of cells from ER stress-induced death, primary screen, 384-well, CSM14.1, thapsigargin, ATP luminescence (AID 1222) | CSM14.1 thapsigargin-induced death rescue, ATP luminescence; higher % means a stronger effect | one-dose cellular ATP content (survival), % at 20 µM; EC50 in µM for titrated hits | 190,000 tested, under 10 active;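 active = EC50 below 50 µM in the dose-response confirmation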;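 note: death triggered by thapsigargin at about 15 µM added after 2 h compound pretreatment; cell ATP read after overnight thapsigargin exposure of roughly 18 to 22 hours; normalized against plate controls of thapsigargin alone and 5% DMSO vehicle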
# RSV CPE inhibition = inhibition of RSV-induced cytopathic effect – HEp-2 cells, primary 10 µM value included (AID 2391); HEp-2 cells, RSV-induced CPE inhibition; higher % means a stronger effect; CPE inhibition, % at 10 µM, or IC50 in µM where a hit was titrated; 0.13% of 310,000 active; in the data active = a potency from the dose series; note: strong numbers were not always called active
# PhoP inhibition = PhoP-dependent GFP reporter repression – Salmonella Typhimurium, primary screen (AID 1863) | S. Typhimurium PhoP-regulated promoter GFP reporter, 4 h; higher % means a stronger effect | one-dose inhibition, % at 50 µM; IC50 in µM for titrated hits | 0.16% of 300,000 active;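 active = inhibition over 29.93%, a cutoff 3 SD above the screen mean, later confirmed by dose response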;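 note: 0% = low Mg2+ inducing control and 100% = high Mg2+ repressing control; strong numbers were not always called active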
# SV40 large T antigen = SV40 large T antigen inhibitors, biochemical (AID 1903). SV40 large T antigen ATPase/helicase inhibition assay; higher % means a stronger effect. inhibition, % at 20 µM, or IC50 in µM where a hit was titrated. 0.39% of 310,000 active; in the data active = a potency from the dose series; note: strong numbers were not always called active
# human PMI inhibition = inhibitors of human PMI, primary screen, biochemical, fluorescence intensity, coupled assay (AID 1209); purified PMI enzyme, coupled fluorescence intensity; higher % means a stronger effect; inhibition, % at 20 µM, or IC50 in µM where a hit was titrated; 0.42% of 190,000 active;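 note: plate controls were DMSO vehicle for no effect and wells lacking substrate for full effect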
# PMI inhibition = MPI inhibition at elevated mannose 6-phosphate – biochemical, fluorescence intensity, high mannose 6-phosphate, primary screen (AID 1220); recombinant PMI enzyme, coupled fluorescence intensity; higher % means a stronger effect; inhibition, % at 20 µM, or IC50 in µM where a hit was titrated; 0.66% of 190,000 active
# Ins promoter up = MIN6 insulin promoter up-regulation | AID 1625 | z-score at 5 µM | MIN6 insulin promoter-GFP reporter, high-content imaging; stronger effect = higher value | 0.3% of 190,000 active;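 active = z-score above 3 at 5 µM with at least 500 cells counted in the well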
# Ins promoter up cell count = recorded beside Ins promoter up, whose call it bears; cell count; measured here: cytotoxicity, nuclei count;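 total cells summed across four imaged fields per well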
# * = called active by the depositor; x = no result given. Cut-off read from the data, not from the text of the source, unless noted: active = inhibition above about 50%; inactive = the rest.
SMILES,West Nile antiviral,TNAP activation fold,CSM14.1 death rescue,RSV CPE inhibition,PhoP inhibition,SV40 large T antigen,human PMI inhibition,PMI inhibition,Ins promoter up,Ins promoter up cell count
NS(=O)(=O)c1ccc(CCNC(=O)COC(=O)CC(c2ccccc2)c2ccccc2)cc1,-0.7%,1.1,0.0%,-0.2%,-2%,4%,0%,-2%,-0.34,1528
COc1ccc(CNCc2ccc(F)cc2)c(OC)c1,-1.1%,x,x,0.7%,-5%,10%,x,x,x,x
COC(=O)Cc1ccc(NC(=S)NCc2cccc(OC)c2)cc1,-0.6%,1.1,-0.6%,0.9%,6%,12%,-6%,-4%,-0.13,1456
COc1ccc(NC(=O)Cn2nnc(C(=O)NCCc3ccccc3)c2N)c(OC)c1,1.6%,x,x,4.0%,-9%,4%,x,x,x,x
COc1ccc(NC(C)=O)cc1NC(=O)CN1CCN(CC(=O)Nc2ccccc2Cl)CC1,0.2%,1.1,1.9%,1.2%,-6%,9%,4%,-46%,-0.28,1549
COc1ccc(N2CCN(C(=O)c3ccc(NS(=O)(=O)c4ccc(F)c(F)c4)cc3)CC2)cc1,1.2%,1.1,-0.8%,9.4%,-6%,18%,11%,10%,0.16,1326
CC1CCc2sc(C(=O)Nc3nnc(SCc4ccc(F)cc4)s3)cc2C1 (stereo not given),0.1%,1.1,-2.9%,1.6%,2%,19%,17%,16%,x,x
OCCNc1cc(Cl)ncn1,0.3%,x,x,3.0%,-8%,8%,x,x,0.43,1023
O=C(Nc1cc(C(F)(F)F)ccc1Cl)c1cccc(N2C(=O)CCC2=O)c1,-0.2%,x,x,0.6%,-3%,23%,x,x,x,x
CC(C)CN(CCCNC(=O)CC1Oc2ccccc2NC1=O)CC(C)C (stereo not given),-1.0%,1,-1.0%,1.5%,6%,11%,10%,11%,0.21,1782
CC(C)CCCN1CCN=C1N(C)C,0.1%,x,x,0.8%,-4%,16%,x,x,x,x
Cc1ccc(C)c(CNC(=O)Nc2ccccc2)c1,0.5%,x,x,1.9%,-4%,5%,x,x,x,x
Cc1cc(-c2nc3ccccc3[nH]2)ccc1N,-0.8%,0.9,-2.2%,0.3%,0%,10%,-5%,-2%,-0.01,1204
COc1ccc(N2C(=O)NC3CC2(C)Oc2ccccc23)cc1 (stereo not given),-0.4%,1.1,-6.2%,0.1%,-5%,4%,-4%,-3%,-0.89,1308
Nc1nc(-c2ccccc2)cn1N,-0.1%,0.9,0.2%,1.0%,0%,7%,7%,5%,1.6,1339
COc1ccc(C(=O)CCC(=O)Nc2cccnc2)c(OC)c1,0.4%,x,x,1.0%,-2%,2%,x,x,x,x
COC(=O)C1=C(C)Nc2c(c(=O)n(C)c(=O)n2C)C1c1cccc(O)c1 (stereo not given),0.4%,x,x,-1.8%,-14%,26%,x,x,-0.61,1146
Cc1cc(C)c(S(=O)(=O)c2ccccc2C(=O)O)c(C)c1,0.4%,1,-3.4%,3.2%,9%,4%,7%,4%,2,747
CC(C)CNC(=O)CSc1nnc(-c2ccc(Cl)cc2)n1N,-0.1%,1.1,x,1.5%,3%,-11%,-7%,-6%,0.99,1284
COc1cc(C(=O)Nc2ccc(OCC(=O)O)cc2)cc(OC)c1OC,0.0%,1.1,1.6%,1.6%,-6%,0%,-15%,-8%,0.21,1356
Cc1ccc(C(=O)OCC(=O)Nc2ccccc2N2CCOCC2)cc1,0.8%,1.1,-1.6%,-0.6%,5%,16%,1%,0%,0.22,1284
c1ccc(C2=Nn3c(nnc3-c3ccco3)SC2)cc1,-0.6%,1,0.3%,2.7%,-12%,10%,76%*,x,0.46,1404
Cn1c(=O)[nH]c(=O)c2c1nc(N1CCCCC1)n2CC(O)COc1ccc([N+](=O)[O-])cc1 (stereo not given),-0.7%,x,x,2.0%,2%,-5%,x,x,x,x
COc1ccccc1NC1=CC(=O)CC(c2ccccc2)C1 (stereo not given),-1.0%,0.7,0.3%,2.1%,-8%,12%,12%,0%,0.3,1168
C=CCn1c(=NC(=O)c2cccs2)sc2cc(NC(C)=O)ccc21,x,1.2,-2.5%,1.2%,-7%,11%,1%,4%,-0.48,1393

# Overlap with the part before: 4 entries, then new ones.
SMILES,West Nile antiviral,TNAP activation fold,CSM14.1 death rescue,RSV CPE inhibition,PhoP inhibition,SV40 large T antigen,human PMI inhibition,PMI inhibition,Ins promoter up,Ins promoter up cell count
c1ccc(C2=Nn3c(nnc3-c3ccco3)SC2)cc1,-0.6%,1,0.3%,2.7%,-12%,10%,76%*,x,0.46,1404
Cn1c(=O)[nH]c(=O)c2c1nc(N1CCCCC1)n2CC(O)COc1ccc([N+](=O)[O-])cc1 (stereo not given),-0.7%,x,x,2.0%,2%,-5%,x,x,x,x
COc1ccccc1NC1=CC(=O)CC(c2ccccc2)C1 (stereo not given),-1.0%,0.7,0.3%,2.1%,-8%,12%,12%,0%,0.3,1168
C=CCn1c(=NC(=O)c2cccs2)sc2cc(NC(C)=O)ccc21,x,1.2,-2.5%,1.2%,-7%,11%,1%,4%,-0.48,1393
COc1ccc(-n2nc(C(=O)NCC(=O)NCC3CCCO3)c3ccccc3c2=O)cc1Cl (stereo not given),0.4%,1.1,-5.3%,1.3%,7%,6%,1%,-8%,-0.41,1684
CCCCc1nc2cc(C(=O)N3CCCCC3CCNC(C)=O)ccc2o1 (stereo not given),-0.1%,x,x,4.8%,-1%,5%,x,x,x,x
O=C(Nc1ccccc1N1CCN(c2ccc(F)cc2)CC1)c1ccccc1,-0.3%,1.1,4.1%,1.2%,-5%,2%,13%,4%,1.4,1032
Cc1c(CC(=O)NCCC(C)C)c(=O)oc2cc3c(cc12)CCC(C)(C)O3,-1.2%,x,x,11%,5%,9%,x,x,x,x
CC(=O)N1CCCC1(C(=O)O)c1ccccc1 (stereo not given),0.1%,x,x,0.4%,-4%,13%,x,x,0.62,1092
Cc1cc(C(=O)N/N=C/c2cccc([N+](=O)[O-])c2)c(C)n1-c1ccccc1,-1.0%,1.1,5.8%,3.5%,-10%,9%,0%,12%,0,1210
COc1ccc(/C=N/Nc2nc(=O)[nH]nc2C)cc1OC,0.4%,x,x,0.8%,0%,14%,x,x,-0.04,1043
COc1cc(C(=O)NCc2ccc(-n3cccc3)cc2)cc(OC)c1OC,x,1.1,-0.7%,0.7%,-9%,14%,0%,1%,0.18,1158
Cc1cc(C)c2nc(C(F)(F)F)nc(N3CC(C)OC(C)C3)c2c1 (stereo not given),x,1,-4.8%,14%,-13%,1%,12%,1%,-1.1,1170
Cc1c(NC(=O)c2nn3c(C(F)(F)F)cc(-c4ccccc4)nc3c2Br)c(=O)n(-c2ccccc2)n1C,-0.8%,1,5.9%,1.1%,-4%,19%,0%,7%,0.68,1239
O=S(=O)(NCc1ccccc1)c1ccc(S(=O)(=O)N(Cc2cccs2)CC2CCCO2)cc1 (stereo not given),-0.4%,1.1,0.3%,-1.2%,-2%,-3%,2%,-3%,-0.67,938
Cc1nn(C)c(C)c1NC(=O)c1ccc(Cl)cc1,-0.2%,1,-0.7%,2.4%,-7%,-6%,6%,-1%,0.34,828
O=C(O)c1cccnc1-c1ncccc1C(=O)O,0.5%,1.1,-0.9%,1.5%,-2%,0%,6%,3%,1.1,1325
COc1ccc(CCNC(=O)c2nnn(-c3cccc(C)c3)c2N)cc1OC,0.7%,1.1,0.6%,2.4%,9%,-8%,4%,1%,-0.77,884
CC1(C)CC(=O)C(=Cc2cn(CCC#N)nc2-c2ccc(Cl)cc2)C(=O)C1,-0.5%,1,-3.0%,0.7%,1%,22%,9%,-6%,x,x
COc1ccc(CCNC(=O)Cc2cccs2)cc1OC,-0.2%,1.1,-0.8%,2.5%,x,x,-4%,-5%,0.2,1542
CCC/C(=N\NC(=O)CNC(=O)/C=C/c1ccco1)c1ccccc1,-0.5%,1.1,-0.2%,1.4%,11%,9%,8%,8%,2.9,1326
CCN(CC)Cc1c[nH]c2c(C(=O)OC)cccc12,-0.2%,1.1,0.9%,-1.3%,35%,1%,-7%,-8%,-0.28,1184
CC(=O)OCc1c(C(F)(F)F)nn(C)c1Oc1ccccc1,0.2%,1.1,0.4%,2.5%,-6%,5%,4%,5%,0.82,1841
Cc1ccc(C(=O)OCc2nnc(-c3ccc(Br)cc3)o2)cc1,0.5%,1.1,-0.7%,2.8%,2%,21%,11%,8%,0.05,1165
Cc1cccc(C)c1N(CC(=O)N1CCOCC1)S(C)(=O)=O,-0.2%,x,x,1.1%,6%,5%,x,x,x,x
CCC(=O)c1ccc(N2CCN(C(=O)c3cc([N+](=O)[O-])ccc3N3CCN(C)CC3)CC2)c(F)c1,1.7%,1,-0.9%,-1.1%,7%,6%,12%,11%,0.21,1021
Cc1cccc(OCc2nnc(SCC(=O)Nc3ccc(N4CCOCC4)cc3)o2)c1,0.4%,x,x,0.8%,9%,14%,x,x,x,x
Cc1ccc(C)c(N2CCN(C(=O)C3CCCN(c4ncnc5c4nc4n5CCCCC4)C3)CC2)c1 (stereo not given),0.7%,x,x,39%,2%,6%,x,x,x,x
Cc1cc(C)cc(N(CC(=O)Nc2c(C)n(C)n(-c3ccccc3)c2=O)S(C)(=O)=O)c1,0.6%,1,1.4%,1.7%,18%,-7%,-6%,-12%,-0.29,1464

# One compound at a time (already shown).
# `COc1ccc(NC(=O)Cn2nnc(C(=O)NCCc3ccccc3)c2N)c(OC)c1` is entered as West Nile antiviral = 1.6%; TNAP activation fold = x; CSM14.1 death rescue = x; RSV CPE inhibition = 4.0%; PhoP inhibition = -9%; SV40 large T antigen = 4%; human PMI inhibition = x; PMI inhibition = x; Ins promoter up = x; Ins promoter up cell count = x
# `Nc1nc(-c2ccccc2)cn1N` is entered as West Nile antiviral = -0.1%; TNAP activation fold = 0.9; CSM14.1 death rescue = 0.2%; RSV CPE inhibition = 1.0%; PhoP inhibition = 0%; SV40 large T antigen = 7%; human PMI inhibition = 7%; PMI inhibition = 5%; Ins promoter up = 1.6; Ins promoter up cell count = 1339

# Following part
SMILES,West Nile antiviral,TNAP activation fold,CSM14.1 death rescue,RSV CPE inhibition,PhoP inhibition,SV40 large T antigen,human PMI inhibition,PMI inhibition,Ins promoter up,Ins promoter up cell count
O=C1c2cccc(OCC(=O)N3N=C(c4cccs4)CC3c3ccc(F)cc3)c2CCN1Cc1cccnc1 (stereo not given),-0.1%,1.2,-0.2%,15%,32%,4%,7%,-1%,-0.6,1432
Cc1cc(C(F)(F)F)nc(SCC(=O)NC2CC3CCC2C3)n1 (stereo not given),-0.2%,1.1,x,0.5%,-11%,4%,5%,1%,x,x
C/C(CC(=O)NC(C)(C)C)=N\NC(=O)COc1ccc(C)cc1Br,0.3%,1,1.8%,-0.5%,-10%,7%,8%,9%,0.19,1235
COC(=O)N/N=C/c1c[nH]c2ccccc12,-0.7%,1.1,-2.2%,1.5%,23%,17%,6%,2%,-0.46,1327
CCCCNC(=O)CC1Nc2ccccc2NC1=O (stereo not given),0.1%,1.1,-3.4%,2.0%,1%,21%,8%,10%,-0.33,1892
CCn1c(Cc2ccccc2)nnc1SCc1ccc([N+](=O)[O-])cc1,-0.9%,1.2,-3.0%,1.7%,17%,-4%,1%,-8%,-0.69,1486
O=C(Cc1ccccc1[N+](=O)[O-])N/N=C/c1cccnc1,-0.5%,x,x,1.4%,7%,9%,x,x,x,x
CN(C(=O)COC(=O)c1nc(Cl)c(Cl)c(Cl)c1Cl)C1CCS(=O)(=O)C1 (stereo not given),0.2%,1,1.1%,x,-7%,11%,-12%,3%,-0.39,889
CCOc1c(Br)cc(C(N)=O)cc1OCc1ccccc1,-1.6%,1,-0.1%,3.6%,1%,5%,11%,10%,-0.18,1167
O=C(O)CCc1ccc(-c2ccccc2)n1-c1cccc(C(=O)O)c1,0.7%,x,x,-0.3%,6%,29%,x,x,x,x
